# EPAC2 antagonist: qHTS for Antagonist of cAMP-regulated guanine nucleotide exchange factor 2 (EPAC2): primary screen; AID 720708, 2013; EPAC2 GEF exchange of Rap1B-BODIPY-GDP, fluorescence; Potency, µM (top dose mostly 114 µM), for the others: top-dose activity, negative = inhibition, actives largely listed as inhibitors; Rap guanine nucleotide exchange factor 4 (Homo sapiens), Q8WZA2; hit rate 0.18% among 360,000; further: on the % scale 0 is the no-effect control and ±100 the full control effect; nearly all actives have a fitted effect of over 45% in size; many of its hits are not listed in these tables
# EPAC2 agonist: qHTS for Agonist of cAMP-regulated guanine nucleotide exchange factor 4 (EPAC2): primary screen; hit rate 0.079% among 360,000; AID 720711, 2013; Potency, µM (series often up to 154 µM), without a hit: at the highest dose activation, most hits filed as activators; EPAC2 activation, biochemical qHTS; response scale: 100% = 6.5 mM cAMP response; Rap guanine nucleotide exchange factor 4 (Homo sapiens), Q8WZA2; further: nearly all actives have a fitted effect of over 50% in size
#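 Compounds were added across a concentration range to EPAC2 (100 nM), RAP1B-BODIPY-GDP (250 nM) and GDP (50 uM). After 5 min at room temperature, fluorescence was recorded at 5-min intervals for 30 min.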
# EPAC1 antag: qHTS for Antagonist of cAMP-regulated guanine nucleotide exchange factor 3 (EPAC1): primary screen | Rap guanine nucleotide exchange factor 3 (Homo sapiens), O95398 | EPAC1 GEF assay, Rap1b-BODIPY-GDP exchange fluorescence | Potency, µM (highest dose often 115 µM), inactives show top-dose activity change, negative = inhibition, hits mostly inhibitors | hit rate 0.14% among 360,000 | AID 720709, 2013;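 further: plate controls were vehicle for no effect and positive control for full effect; nearly all actives have a fitted effect of over 50% in size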
# TDP43 rescue: qHTS of TDP-43 Inhibitors. hit rate 1.8% among 410,000. TDP-43 expressing yeast growth rescue, BacTiter-Glo, 24 h. Potency, µM (top dose mostly 46.1 µM), for the others: top-dose growth rescue (activation), most hits filed as activators; further: % of control where 0% means no effect; nearly all actives have a fitted effect of over 50% in size
#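 Yeast cells expressing TDP-43 under galactose induction are exposed to compounds for 24 hr at 30 deg C. BacTiter-Glo luminescence measures growth, so protective compounds score as activators.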
# aSyn yeast inh: qHTS of alpha-syn Inhibitors. Yeast expressing alpha-synuclein, growth rescue, BacTiter-Glo, 24 h. Potency, µM (titrated, usually from 46.1 µM), inactives show at the top dose growth rescue (activation), usual class: activators. hit rate 0.14% among 370,000. AID 652106, 2013; further: % of control where 0% means no effect; nearly all actives have a fitted effect of over 65% in size
#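 Screening used galactose-induced yeast with toxic alpha-synuclein levels, exposed to compound for 24 hr at 30 deg C. Cell growth, read with BacTiter-Glo luminescence, gave the measured signal.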
# PTHR1 ag: qHTS for PTHR1 Agonists: Primary Screen | HEK293 GP2 PTHR1 cells, GloSensor cAMP luminescence, 1 h | Potency, µM (series often up to 115 µM), for inactives: at the highest dose activation, usual class: activators | hit rate 0.075% among 410,000 | AID 743266, 2014; further: nearly all actives have a fitted effect of over 55% in size; some results filed as inactive show a strong effect at the top dose; inactives centre near -15; many of its hits are not listed in these tables
# Target sequence (Q03431 whole entry, looked up): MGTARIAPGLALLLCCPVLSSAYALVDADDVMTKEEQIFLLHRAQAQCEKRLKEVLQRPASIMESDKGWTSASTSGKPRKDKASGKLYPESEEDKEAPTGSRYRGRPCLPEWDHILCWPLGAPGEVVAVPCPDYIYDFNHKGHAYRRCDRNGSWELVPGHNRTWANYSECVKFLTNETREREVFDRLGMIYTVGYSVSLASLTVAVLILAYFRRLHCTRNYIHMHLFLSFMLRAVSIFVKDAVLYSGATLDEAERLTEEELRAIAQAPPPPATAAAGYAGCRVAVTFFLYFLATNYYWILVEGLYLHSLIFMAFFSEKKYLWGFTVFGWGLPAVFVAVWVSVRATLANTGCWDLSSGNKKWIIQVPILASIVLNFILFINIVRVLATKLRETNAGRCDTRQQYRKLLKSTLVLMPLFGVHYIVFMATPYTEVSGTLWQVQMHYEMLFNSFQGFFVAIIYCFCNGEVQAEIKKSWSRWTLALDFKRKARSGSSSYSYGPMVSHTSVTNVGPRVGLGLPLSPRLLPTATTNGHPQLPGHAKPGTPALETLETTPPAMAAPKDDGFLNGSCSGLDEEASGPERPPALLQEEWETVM
#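 HEK-293-derived GP2 cells expressing PTHR1 and a GloSensor cAMP reporter, 3,000/well, plated overnight, given luciferin plus IBMX (each 0.5 mM as added) for 1 h at 37 °C, then compound for 1 h at 37 °C. Luminescence was read after 15 min at room temperature.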
# EPAC1 ag: qHTS for Agonist of cAMP-regulated guanine nucleotide exchange factor 3 (EPAC1): primary screen. Rap guanine nucleotide exchange factor 3 (Homo sapiens), O95398. EPAC1 agonist qHTS, biochemical assay; response scale: 100% = response to 6.5 mM cAMP. Potency, µM (highest dose often 154 µM), for inactives: at the highest dose activation, actives largely listed as activators. hit rate 0.073% among 360,000. AID 720707, 2013; further: nearly all actives have a fitted effect of over 60% in size
#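 Normalized to 6.5 mM cAMP, activity reflects EPAC1-catalysed release of BODIPY-GDP from Rap1B, followed kinetically over 30 min at 480 nm excitation, 540 nm emission. Reaction contained 100 nM EPAC1, 250 nM Rap1B-BODIPY-GDP, 50 uM GDP.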
# FUS yeast rescue: qHTS for Suppressors of FUS Proteinopathy: Primary screen using FUS-linked yeast assay | AID 1347120, 2019 | hit rate 0.24% among 390,000 | Potency, µM (doses to about 76.6 µM), inactives show top-dose growth rescue (activation), actives largely listed as activators | S. cerevisiae FUS-expressing, growth rescue, OD600, 24 h;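 further: plate controls were DMSO vehicle for no effect and reference control for full effect; nearly all actives have a fitted effect of over 55% in size; some results filed as inactive show a strong effect at the top dose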
#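 Yeast FUS proteinopathy model; galactose-induced FUS (2%), starting OD 0.005. Cpds in dilution series, 24hr, 30C, 99% humidity. Abs 600 nm growth. Pos ctrl CP55940 (top 92uM final); neg ctrl DMSO.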
# Numbers without * were called inactive; i = inactive; ? = inconclusive; / = not tested or not shown; [ ] = another dose, or the depositor's remark. The call rests on the fitted dose curve; in most records, active means well fitted curve in the direction sought with a large enough effect; inconclusive means small, poorly fitted or top-dose-only effect, or another doubt; inactive means no such curve, though single readings can be large; an effect the other way counts as inactive or inconclusive. Potency means the concentration at half of the fitted maximal effect. An excerpt (hit frequency here may not be typical).
# Values run as follows: EPAC2 antagonist | EPAC2 agonist | EPAC1 antag | TDP43 rescue | aSyn yeast inh | PTHR1 ag | EPAC1 ag | FUS yeast rescue
> COC(=O)[C@@]12C[C@@H](CC(=O)NCCC(C)C)C(=O)N(CCc3ccc(OC)c(OC)c3)C1=CCC(C)(C)C2
 : -16% | -2% | -5% | ? | 3% | 6% | -10% | ?
> Cc1cccc(C(=O)OCC(=O)Nc2nnc(-c3ccccc3)o2)c1O
 : 13% | -6% | 10% | 8% | ? | -54%[inhibitor] | -7% | 0%
> COc1ccc(NC(=O)/C(Cl)=C(/Cl)S(=O)Cc2ccccc2Cl)cn1 (configuration not stated)
 : -2% | 14% | ? | ? | ? | -54%[inhibitor] | 8% | 8%
> CC(=O)Nc1ccc2nc(-c3cccnc3)[nH]c2c1
 : 2% | 0% | 0% | -6% | 4% | -19% | 5% | /
> CCOc1cc(C#N)c(-n2nnc3c(sc4nc(C)cc(C)c43)c2=O)cc1OCC
 : / | / | / | 26% | 1% | i | / | -15%
> NC(=O)CN1CCOCCOCCN(CC(N)=O)CCOCC1
 : 0% | 1% | 9% | -20% | 4% | i | 1% | -19%
> O=C(CCS(=O)(=O)c1cccc2nonc12)N1CCCc2ccccc21
 : 3% | -1% | 0% | 27% | 0% | -6% | 0% | 4%
> N/C(Cc1cccs1)=N\OC(=O)COc1ccccc1Cl
 : -3% | 16% | -12% | 25% | -11% | -15% | -1% | -11%
> CC(C)C(=O)c1cn(CC(=O)NCc2ccc3c(c2)OCO3)c2ccccc12
 : -7% | -9% | -9% | -10% | -3% | i | -4% | 11%
> CCc1cc(C(c2ccccn2)N2CCN(C)CC2)c(NC(=O)c2ccccc2)s1 (configuration not stated)
 : -2% | -9% | -13% | 7% | -4% | i | -7% | ?
> Cc1cccc(COC[C@H](CC(C)C)N2CCN(C(=O)c3ccc(C(C)(C)C)cc3)CCC2=O)c1
 : -27% | 0% | -15% | 22µM* | -26% | -82%[inhibitor] | -19% | ?
> Cc1cccc(OCC(=O)Nc2ccc3nc(C)sc3c2)c1
 : 3% | -7% | -22% | 2.5µM* | -39%[inhibitor] | -11% | -18% | -19%
> O=C(Nc1ccc(N2CCOCC2)cc1Cl)C1CCN(C(=O)OCc2ccccc2)CC1
 : -9% | 2% | -20% | 0% | 0% | -1% | 3% | 20%
> CC1CCN(S(=O)(=O)c2ccc3c(c2)N(CC(=O)NCCN2C(C)CCCC2C)C(=O)CS3)CC1 (configuration not stated)
 : -2% | 0% | 15% | 8% | 0% | i | -6% | 19%
> Clc1ccc(CSc2nnc(/C=C/c3ccccc3)o2)c(Cl)c1
 : -6% | 4% | -1% | 9% | -1% | -5% | 7% | -43%[inhibitor]
> COc1ccc(S(=O)(=O)N2CCN(C(=O)CCSc3ccccc3)CC2)cc1
 : -5% | 9% | -4% | ? | -2% | -26% | 12% | ?
> COc1ccc(-c2nnn(CC(=O)NC3CCCc4ccccc43)n2)cc1OC (configuration not stated)
 : 1% | 9% | 12% | 6% | 2% | -35%[inhibitor] | 2% | 6%
> OCC[C@@H]1C[C@H](O)[C@@H](O)[C@]2(CCCO2)O1
 : -6% | 15% | 9% | 11% | -3% | i | 7% | -13%
> N#Cc1cc2c(nc1SCc1ccc(Cl)cc1)CCCC2
 : 8% | 9% | 11% | -11% | 0% | -17%[57.5 µM] | 3% | -12%
> O=C(NCc1ccc(C(F)(F)F)cc1)C1CC(c2ccccc2[N+](=O)[O-])=NO1 (configuration not stated)
 : -2% | 16% | -22% | 23% | 1% | -27% | -4% | 20%
> O=C(COc1ccc(S(=O)(=O)N2CCCC2)cc1Cl)NCc1ccccn1
 : 5% | -3% | 5% | -2% | 3% | i | 3% | /
> O=[N+]([O-])c1nn(-c2ccc3c(c2)OCCO3)n(O)c1=NCCC1=CCCCC1
 : -4% | 3% | -4% | 14µM* | -1% | -11% | 5% | 5%
> COc1ccc(N(CC(=O)N/N=C(\C)CCc2ccccc2)S(=O)(=O)c2ccc(C)cc2)cc1
 : -15% | -1% | -23% | 8% | -2% | -44% | 8% | -11%
> Cc1nnc(SCCC(=O)Nc2nc(-c3ccccc3)ns2)s1
 : -3% | -4% | -2% | ? | / | -48% | 3% | 6%
> Cc1nn(C(=O)C2CC2)c(C)c1Sc1ccc(Cl)cc1
 : 1% | 11% | 8% | 10% | -28% | -10%[57.5 µM] | -3% | -19%
> CC(C)C(=O)Nc1c(-c2ccc(Cl)cc2)c(=O)c2ccccc2n1C
 : 1% | -4% | 11% | 6% | 6% | -13% | 0% | -26%
> CNC(=O)C(=O)N/N=C/c1ccc(Br)cc1
 : -1% | 11% | -19% | 16% | 0% | -11% | 8% | -42%
> CC(C)c1ccc(CN2CCC(C)(Oc3ccc(Cl)cc3)C2)cc1 (configuration not stated)
 : 5% | -2% | -5% | 21% | -12% | -12% | -4% | 7%
> COCCNC(=O)C(c1ccc(C)cc1)N(C(=O)CCC(=O)Nc1ccccn1)c1ccc(F)cc1 (configuration not stated)
 : 1% | 0% | 9% | -22% | -5% | i | -8% | 15%
> C=CCOc1ccc(C2NC(=O)c3ccccc3O2)cc1 (configuration not stated)
 : 10% | 4% | 8% | 5% | -3% | -32%[inhibitor] | -3% | 13%
> CCN(CC)CCN(C(=O)c1ccc(S(=O)(=O)N(C)C2CCCCC2)cc1)c1nc2c(C)cccc2s1
 : -3% | 3% | -4% | -1% | 3% | i | -5% | ?
> NC(=O)Cn1c(=O)n(-c2ccccc2)c(=O)c2oc3ccccc3c21
 : 7% | -1% | 12% | -20% | -1% | -22% | 0% | 14%
> Cc1ccc(C(=O)c2sc(Nc3ccccc3)c(S(=O)(=O)c3ccccc3)c2N)c(C)c1
 : / | / | / | 5% | -3% | -5% | / | 18%
> CCCCNC(=O)NNC(=O)c1ccco1
 : -2% | 5% | 0% | -4% | -4% | -12% | 3% | /
> CCn1c(O)c(N=NC(=O)CNC(=O)c2ccco2)c2ccccc21
 : 12% | 5% | -19% | -3% | -15% | i | 3% | -24%
> CCOC(=O)c1ccc(N2C(=O)CC(NNC(=O)c3ccc(Br)s3)C2=O)cc1 (configuration not stated)
 : -7% | -3% | -12% | 7% | 3% | -46%[inhibitor] | -1% | 4%
> Cn1c(C(=O)OCC(=O)NCCc2ccccc2)cc2sccc21
 : 20% | 0% | 18% | -15% | -7% | 28%[57.5 µM] | -2% | 18%
> Cc1ccc(OCCNC(=O)CCNS(=O)(=O)c2ccc(Br)cc2)cc1
 : -19% | -3% | -11% | -11% | -2% | -6% | -6% | -3%
> CCN1C(=O)c2ccccc2Sc2ccc(C(=O)NC(C)C)cc21
 : -3% | 7% | 7% | 2% | 1% | i | 4% | 2%
> Cc1ccc([N+](=O)[O-])cc1S(=O)(=O)N1CCC(C)CC1
 : -7% | 15% | ? | 16µM* | 13% | i | 3% | 0%
> Cn1c(=O)oc2cc(S(=O)(=O)NC(Cc3ccccc3)C(=O)N3CCCCC3)ccc21 (configuration not stated)
 : -6% | -7% | -16% | 20% | 5% | -32%[inhibitor] | -1% | -3%
> Cc1cc(C)cc(OCC(=O)Nc2cccc(-c3nnc(-c4ccco4)o3)c2)c1
 : 11% | 1% | 0% | 0% | 0% | -36%[inhibitor] | 11% | 7%
> Cc1ccc(-c2ccc([C@H]3[C@@H]4C=CCC[C@@]4(C)C(=O)N3Cc3ccccc3)c(F)c2)cc1
 : -8% | 2% | 0% | 4% | 8% | i | 10% | 31%
> O=C(COc1ccccc1[N+](=O)[O-])N(Cc1ccccc1)c1ccccn1
 : -10% | 10% | -17% | -1% | 6% | i | -10% | 2%
> CCc1ccccc1Nc1nn2c(=O)c3ccc(C(=O)NC4CCCCC4)cc3nc2s1
 : / | / | / | 12% | 2% | i | / | -12%
> Cc1nn(Cc2ccc(Cl)c(Cl)c2)c(C)c1NC(=O)c1noc2c1CCCCC2
 : -3% | 15% | 4% | -18% | -2% | -14%[57.5 µM] | 5% | 21%
> CCOC(=O)C1=CC[C@@H](c2ccccc2)N(S(=O)(=O)c2ccc(C)cc2)[C@H]1C#N
 : 0% | 15% | -13% | ? | 1% | i | 8% | 1%
> CCCN1CCC(NC(=O)Nc2ccc(OC)c(OC)c2)CC1
 : 0% | 3% | 0% | -2% | -1% | i | 9% | 17%
> O=C(COC(=O)[C@H](Cc1ccccc1)NC(=O)c1ccco1)NC(c1ccccc1)c1ccccc1
 : -3% | 10% | -13% | 6% | 8% | i | 4% | 26%
> CC(C)(C)N1NC(=O)Nc2ccccc2C1=O
 : 0% | -2% | -9% | -10% | -4% | -4%[57.5 µM] | -1% | 11%
> C/C(=N/Nc1nc(C)cc(-c2ccccc2)n1)c1ccco1
 : 7% | -5% | 8% | 2% | 1% | -93%[inhibitor] | -6% | 42%
> Cc1cccc(C)c1NC(=S)N1CCCCCC1
 : -1% | 1% | -10% | 22% | 13% | i | -9% | -1%
> c1cncc(-c2nnc3sc(C4CCCCC4)nn23)c1
 : 7% | 1% | -11% | 20% | -1% | -23%[57.5 µM] | 4% | 4%
> CCOC(=O)c1c(NC(=O)c2nn(CC)cc2Br)c(C#N)nn1-c1ccccc1
 : -5% | -13% | 2% | 2% | 2% | -7% | 5% | 25%
> CN(C)Cc1c[nH]c2nc[nH]c(=O)c12
 : -2% | 10% | -12% | -16% | -4% | i | 3% | -2%
> CCOC(=O)N1CCN(C(=O)C2CCN(S(=O)(=O)c3ccc(OC)cc3)CC2)CC1
 : 4% | 4% | -11% | 12% | -10% | -6% | 5% | -18%
> O=S(=O)(NCc1ccccc1)c1ccc(-n2cccn2)cc1
 : 8% | 4% | -18% | ? | 14% | -18% | -11% | -3%
> CCNC(=O)CCSc1nc(C)cc(C)n1
 : 3% | 11% | -1% | -4% | 0% | i | 10% | -4%
> COCCN(C(=S)Nc1c(C)cccc1C)C(C)c1ccco1 (configuration not stated)
 : -26% | -3% | -5% | 6% | 7% | -6% | -1% | 9%
> Cc1ccccc1NC(=O)CCCN1C(=O)C2CC=CCC2C1=O (configuration not stated)
 : 1% | 8% | 4% | 14% | 0% | i | 11% | 8%
> O=C(NCCCn1cccn1)C1CCC(=O)N(Cc2ccccc2F)C1 (configuration not stated)
 : 1% | 1% | 23% | 18% | 0% | -18% | -10% | -4%
